Cav3 T inh – Cav3.2 calcium influx blockers – cell-based, Fluo-4 calcium fluorescence, FDSS, MLSMR library, primary screen; Voltage-dependent T-type calcium channel subunit alpha-1H (Homo sapiens), O95180; Cav3.2-expressing cells; stronger effect = lower value; B-score at 10 µM; 100,000 compounds, 4% hits;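 active = single-dose well whose peak fluorescence ratio is a statistical outlier from its plate by either plate-standardised score or position-corrected B-score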
Target sequence (O95180 whole entry, looked up): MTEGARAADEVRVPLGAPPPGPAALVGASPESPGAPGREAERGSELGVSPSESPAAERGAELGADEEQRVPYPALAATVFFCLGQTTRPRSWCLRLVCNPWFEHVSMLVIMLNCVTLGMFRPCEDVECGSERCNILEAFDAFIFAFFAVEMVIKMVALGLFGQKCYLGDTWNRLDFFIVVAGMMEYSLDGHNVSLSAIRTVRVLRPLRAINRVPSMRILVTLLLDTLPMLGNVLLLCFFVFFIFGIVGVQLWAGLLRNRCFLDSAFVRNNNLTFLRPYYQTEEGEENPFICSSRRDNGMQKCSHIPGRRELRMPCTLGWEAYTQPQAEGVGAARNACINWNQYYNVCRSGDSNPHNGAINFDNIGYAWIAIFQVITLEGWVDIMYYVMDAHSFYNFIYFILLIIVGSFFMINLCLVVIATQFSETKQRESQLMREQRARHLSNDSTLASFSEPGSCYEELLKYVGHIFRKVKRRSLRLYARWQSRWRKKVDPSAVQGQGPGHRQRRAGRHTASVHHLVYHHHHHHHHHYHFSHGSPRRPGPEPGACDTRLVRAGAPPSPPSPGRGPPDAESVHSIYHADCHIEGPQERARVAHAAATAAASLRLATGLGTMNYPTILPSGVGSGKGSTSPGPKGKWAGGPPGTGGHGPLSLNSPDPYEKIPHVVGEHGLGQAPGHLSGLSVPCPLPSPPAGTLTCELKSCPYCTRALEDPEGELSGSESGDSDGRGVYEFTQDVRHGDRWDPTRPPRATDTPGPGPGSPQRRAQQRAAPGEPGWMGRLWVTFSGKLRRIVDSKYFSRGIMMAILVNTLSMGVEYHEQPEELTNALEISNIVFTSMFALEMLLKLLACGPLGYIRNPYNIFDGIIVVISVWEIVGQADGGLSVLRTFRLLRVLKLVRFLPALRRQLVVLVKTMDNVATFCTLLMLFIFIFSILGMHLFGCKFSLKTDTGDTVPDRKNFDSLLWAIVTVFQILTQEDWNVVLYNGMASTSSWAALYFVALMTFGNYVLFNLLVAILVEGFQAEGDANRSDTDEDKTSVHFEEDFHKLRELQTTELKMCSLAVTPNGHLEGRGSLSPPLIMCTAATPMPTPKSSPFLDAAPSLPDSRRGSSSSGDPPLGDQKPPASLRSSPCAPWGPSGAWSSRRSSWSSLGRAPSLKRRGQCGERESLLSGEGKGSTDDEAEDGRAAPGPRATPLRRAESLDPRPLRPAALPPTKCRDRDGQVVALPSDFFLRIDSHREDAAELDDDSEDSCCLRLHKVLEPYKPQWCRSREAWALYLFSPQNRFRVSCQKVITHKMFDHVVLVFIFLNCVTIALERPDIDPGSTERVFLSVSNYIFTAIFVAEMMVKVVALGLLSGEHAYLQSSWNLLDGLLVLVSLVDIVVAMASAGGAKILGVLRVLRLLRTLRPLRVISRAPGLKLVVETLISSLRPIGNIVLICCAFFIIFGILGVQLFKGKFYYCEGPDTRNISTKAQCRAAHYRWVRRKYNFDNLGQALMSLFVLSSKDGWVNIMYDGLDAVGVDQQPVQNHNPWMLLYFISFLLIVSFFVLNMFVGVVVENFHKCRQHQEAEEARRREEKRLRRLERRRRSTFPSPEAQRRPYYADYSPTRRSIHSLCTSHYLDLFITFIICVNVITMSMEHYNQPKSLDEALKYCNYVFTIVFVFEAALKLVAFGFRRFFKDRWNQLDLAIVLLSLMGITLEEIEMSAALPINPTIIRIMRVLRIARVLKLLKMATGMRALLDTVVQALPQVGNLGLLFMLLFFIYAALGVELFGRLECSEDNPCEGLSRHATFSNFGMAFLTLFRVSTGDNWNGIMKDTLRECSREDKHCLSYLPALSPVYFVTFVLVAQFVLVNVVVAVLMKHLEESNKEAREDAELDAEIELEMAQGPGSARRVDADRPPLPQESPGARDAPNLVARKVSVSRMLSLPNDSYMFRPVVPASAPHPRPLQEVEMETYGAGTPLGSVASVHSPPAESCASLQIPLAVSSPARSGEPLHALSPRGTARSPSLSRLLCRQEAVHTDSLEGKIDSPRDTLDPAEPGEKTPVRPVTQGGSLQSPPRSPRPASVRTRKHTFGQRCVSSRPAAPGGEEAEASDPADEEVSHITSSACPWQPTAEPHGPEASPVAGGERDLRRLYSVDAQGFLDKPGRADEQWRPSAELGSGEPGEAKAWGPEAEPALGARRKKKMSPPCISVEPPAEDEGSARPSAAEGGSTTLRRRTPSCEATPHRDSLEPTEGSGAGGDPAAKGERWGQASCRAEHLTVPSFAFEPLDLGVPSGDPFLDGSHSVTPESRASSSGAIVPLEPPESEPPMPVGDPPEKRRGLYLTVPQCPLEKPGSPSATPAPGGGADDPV
* = called active by the depositor.

What do the screens show for `CN(Cc1ccccc1)c1ccc(C(CC(N)=O)NC(=O)Cc2ccc(Br)cc2)cc1[N+](=O)[O-]` (stereo not given)?
Cav3 T inh: -0.19

Results for CC(=O)Nc1ccc(C(=O)CSc2nc3ccccc3n2CC(=O)N2CCCC2)cc1 ?
Cav3 T inh: 0.32

What do the screens show for `O=C(NCc1ccc(Cl)cc1)C1=Cc2cc(Cl)ccc2OC1`?
Cav3 T inh: 0.79

What do the screens show for `O=C(N/N=C/c1ccncc1)c1nc(-c2ccccc2)n2c1CCCCC2`?
Cav3 T inh: 2.4

What do the screens show for `CCOC(=O)N1CCN(C(=O)Cn2ncc3ccccc32)CC1`?
Cav3 T inh: -1.3

What do the screens show for `CC(C)(C)CN1C(=O)C(=O)NC[C@@H]1Cc1ccc(O)cc1`?
Cav3 T inh: -0.0056

How did CCOC(=O)N1CCN(c2ccc(C(=O)c3cccc(F)c3)cc2)CC1 do in these assays?
Cav3 T inh: -2.3

Results for CCCCCCn1cnc2c(c1=O)c1nc3ccccc3nc1n2Cc1cccs1 ?
Cav3 T inh: -0.98

How did O=c1c(/C=C(\O)c2ccccc2)nc2ccccc2n1-c1ccccc1 do in these assays?
Cav3 T inh: 0.0067

Results for COCOc1ccc(-c2oc3c(C/C=C(\C)CCC=C(C)C)ccc(O)c3c(=O)c2OCOC)c(OCOC)c1 ?
Cav3 T inh: -1.8

Results for COc1ccc(-c2ccc(-c3noc(-c4ccccc4OC)n3)c(OC)n2)cc1 ?
Cav3 T inh: -0.21

What do the screens show for `O=C(N1CCN(c2cccc(Cl)c2)CC1)C1(S(=O)(=O)c2ccc(Cl)cc2)CC1`?
Cav3 T inh: -4.7*

How did COC(=O)c1ccc(COC(=O)CNC(=O)c2ccco2)cc1 do in these assays?
Cav3 T inh: 0.094

Results for Cn1c(=O)oc2cc(S(=O)(=O)NCCC(=O)N3CCc4ccccc4C3)ccc21 ?
Cav3 T inh: 1

Results for O=C(c1ccc(Oc2ccc(C(F)(F)F)cn2)cc1)N1CCN(c2ccccc2)CC1 ?
Cav3 T inh: -3.8

The list goes on; it opens with the five that closed the last part.
Results for COc1ccc(-c2ccc(-c3noc(-c4ccccc4OC)n3)c(OC)n2)cc1 ?
Cav3 T inh: -0.21

What do the screens show for `O=C(N1CCN(c2cccc(Cl)c2)CC1)C1(S(=O)(=O)c2ccc(Cl)cc2)CC1`?
Cav3 T inh: -4.7*

How did COC(=O)c1ccc(COC(=O)CNC(=O)c2ccco2)cc1 do in these assays?
Cav3 T inh: 0.094

Results for Cn1c(=O)oc2cc(S(=O)(=O)NCCC(=O)N3CCc4ccccc4C3)ccc21 ?
Cav3 T inh: 1

Results for O=C(c1ccc(Oc2ccc(C(F)(F)F)cn2)cc1)N1CCN(c2ccccc2)CC1 ?
Cav3 T inh: -3.8

Results for COCC(C)NCc1cccc(OC)c1OC (stereo not given) ?
Cav3 T inh: 0.17

How did Cc1nnc(SCC(=O)NC(=O)NC(C)(C)C)n1N do in these assays?
Cav3 T inh: -0.65

How did Cc1cc(=O)oc(C)c1C(=O)NCCCN1C(C)CCCC1C (stereo not given) do in these assays?
Cav3 T inh: -0.37

How did C=CCNC(=O)c1ccccc1NC(=O)c1ccc(Cl)c(S(=O)(=O)Nc2cc(C)ccc2C)c1 do in these assays?
Cav3 T inh: 0.18

Results for NC(=O)c1c(NC(=O)CN2CCCC2)sc2c1CCCC2 ?
Cav3 T inh: 0.29

What do the screens show for `COc1ccc(OC)c(NC(=O)CSc2nnc(Cn3c(=O)sc4ccccc43)n2C)c1`?
Cav3 T inh: 0.3

How did Cc1sc2ncn(CCC(=O)O)c(=O)c2c1C do in these assays?
Cav3 T inh: 0.12

How did Cc1ccc(OCc2nnc(SCCN3CCOCC3)n2C)cc1 do in these assays?
Cav3 T inh: 0.21

What do the screens show for `CCCOc1ccc(/C=C/C(=O)Nc2ccc([N+](=O)[O-])cc2C)cc1OC`?
Cav3 T inh: 0.0085

How did CCOC(=O)/C(C(N)=NCCO)=C(/O)c1ccccc1 do in these assays?
Cav3 T inh: 0.65

What do the screens show for `CS(=O)(=O)N(CC(=O)NC1CCCCCC1)Cc1ccccc1`?
Cav3 T inh: 0.27

How did COC(=O)[C@@H]1C[C@@]2(O)[C@@H](O)[C@@H](O)[C@@H](O)C[C@H]2N1Cc1cc(OC)cc(OC)c1 do in these assays?
Cav3 T inh: -0.039

How did COc1ccccc1NS(=O)(=O)c1ccc2c(c1)n(C)c(=O)n2C do in these assays?
Cav3 T inh: 0.58

What do the screens show for `Nc1ccc2c(c1)C(=O)C(=O)c1ccccc1-2`?
Cav3 T inh: 0.061

How did NC1=NC[C@@H](Cc2ccc(O)cc2)N1CCCCC1CCCCC1 do in these assays?
Cav3 T inh: -1.5

Results for Cc1csc(NC(=O)CSc2nnc(-c3ccc(S(=O)(=O)N4CCCC4)cc3)o2)n1 ?
Cav3 T inh: 0.58

How did O=C1CCCc2c1cc(C(=O)NCc1ccco1)c(=O)n2-c1ccc(Cl)cc1 do in these assays?
Cav3 T inh: 0.65

How did CCCCn1c(SCc2cccnc2)nc2c1c(=O)n(C)c(=O)n2C do in these assays?
Cav3 T inh: 1.3

Results for COc1cccc(C2Nc3cc(Cl)c(S(N)(=O)=O)cc3S(=O)(=O)N2)c1 (stereo not given) ?
Cav3 T inh: -0.091

What do the screens show for `COc1ccc(N2CCN(C(=O)c3ccc(C(C)(C)C)cc3)CC2)cc1`?
Cav3 T inh: -3.8

Results for CCC(=O)Nc1ccc(NC(=O)CSc2nnnn2CC)cc1C ?
Cav3 T inh: -1.3

What do the screens show for `COc1ccc(/C=C2\N=C3CCCCCN3C2=O)cc1OC`?
Cav3 T inh: 0.98

Results for Cc1ccc2nc3c(cc2c1)c(NC(=O)c1ccccn1)nn3CC(C)C ?
Cav3 T inh: -0.33

Results for COC(=O)[C@@H]1[C@H]2C[C@H]3c4[nH]c5ccccc5c4CCN3C[C@@H]2CC[C@@H]1O ?
Cav3 T inh: 1

How did CN1C(C(=O)NCCc2cccs2)CC2Cn3c(nc4ccccc43)C21 (stereo not given) do in these assays?
Cav3 T inh: 0.82

How did O=C(CN(c1ccc(F)cc1)S(=O)(=O)c1ccc2c(c1)OCCO2)NCc1ccccc1 do in these assays?
Cav3 T inh: 1.3

What do the screens show for `O=C(Nc1ccsc1C(=O)NC1CC1)c1ccccc1`?
Cav3 T inh: 1

Results for Cn1c(NC(=O)C2c3ccccc3Oc3ccccc32)cc(=O)n(C)c1=O ?
Cav3 T inh: 0.0068

Results for COc1cccc(NC(=O)CSc2nc3c(c(-c4ccco4)c2C#N)CCCC3)c1 ?
Cav3 T inh: -0.57

How did CCC(=O)Nc1ccc(C(=O)Nc2cccc(OC)c2)cc1 do in these assays?
Cav3 T inh: 0.58

What do the screens show for `CCOc1ccc(N2CC(C(=O)NCCCN3CCOCC3)CC2=O)cc1` (stereo not given)?
Cav3 T inh: -0.24

How did Cc1nc(N)sc1-c1csc(Nc2ccccc2)n1 do in these assays?
Cav3 T inh: -0.39

Results for CC(=O)C(Sc1nc(N2CCOCC2)nc(N2CCOCC2)n1)C(=O)Nc1ccccc1 (stereo not given) ?
Cav3 T inh: 1.8

Results for CCCCC(CCC(=O)Nc1ccc(C(=O)OCC)cc1)C(=O)O (stereo not given) ?
Cav3 T inh: 0.044

Results for CCCCCc1c(C)nc(Nc2ccc(F)cc2)[nH]c1=O ?
Cav3 T inh: -2.9

How did CC1CN(C(=O)C(C)Sc2nc3ccccc3s2)CC(C)O1 (stereo not given) do in these assays?
Cav3 T inh: 0.15

How did CC(C)CC(COCc1ccc(Cl)cc1)N1CCN(C(=O)c2cccc(C(F)(F)F)c2)CCC1=O (stereo not given) do in these assays?
Cav3 T inh: -2.7

What do the screens show for `NC(=O)c1cc(-c2ccccc2)sc1NC(=O)Cc1ccc(S(=O)(=O)N2CCOCC2)s1`?
Cav3 T inh: -0.46

Results for Cn1c(SCc2nc(-c3ccccc3)no2)nnc1-c1cccs1 ?
Cav3 T inh: 0.17

What do the screens show for `O=C(C1=C[C@@H](c2ccc(C(F)(F)F)cc2)C[C@@H](OCc2ccc(CO)cc2)O1)N1CCN(Cc2ccc3c(c2)OCO3)CC1`?
Cav3 T inh: -1.3

What do the screens show for `Cc1cc(NC(=O)c2c(F)c(F)c(F)c(F)c2F)no1`?
Cav3 T inh: -0.1

How did CCCCNC(=O)COC(=O)c1cc(C)nc2ccccc12 do in these assays?
Cav3 T inh: 1.2

How did Cc1c(Cl)cccc1-c1ccc(/C=N/n2cnnc2)o1 do in these assays?
Cav3 T inh: 2.5

How did Cc1cc(NC(=O)c2ccccc2)ncc1NC(=O)c1ccco1 do in these assays?
Cav3 T inh: 0.3

How did CC(=O)Nc1cc(C(=O)N2CCN(C)CC2)ccc1Sc1ccc(C)cc1 do in these assays?
Cav3 T inh: 1.3

Some of these compounds in order of count of non-hydrogen atoms, ascending.
What do the screens show for `Cc1cc(NC(=O)c2c(F)c(F)c(F)c(F)c2F)no1`?
Cav3 T inh: -0.1

Results for Cn1c(SCc2nc(-c3ccccc3)no2)nnc1-c1cccs1 ?
Cav3 T inh: 0.17

How did CC(C)CC(COCc1ccc(Cl)cc1)N1CCN(C(=O)c2cccc(C(F)(F)F)c2)CCC1=O (stereo not given) do in these assays?
Cav3 T inh: -2.7

Returning to the listing, repeating the 2 entries before the break.
How did Cc1cc(NC(=O)c2ccccc2)ncc1NC(=O)c1ccco1 do in these assays?
Cav3 T inh: 0.3

How did CC(=O)Nc1cc(C(=O)N2CCN(C)CC2)ccc1Sc1ccc(C)cc1 do in these assays?
Cav3 T inh: 1.3

What do the screens show for `Cc1ccc(S(=O)(=O)n2ccc(-c3ccc(OCc4c(F)cccc4Cl)cc3)n2)cc1`?
Cav3 T inh: -0.72

Results for CSc1nnc(-c2sc3cc(C(F)(F)F)cnc3c2-c2cccnc2)n1C ?
Cav3 T inh: 1.1

How did Cc1ccc(-c2noc(/C=C/c3ccccc3)n2)cc1 do in these assays?
Cav3 T inh: 0.31

How did Cc1nc2cc(Nc3nnc(-c4ccccc4)c4ccccc34)ccc2n1C do in these assays?
Cav3 T inh: 1.1

How did CCOc1ccc2[nH]c(=O)c(C(c3nnnn3CC3CCCO3)N3CCc4ccccc4C3)cc2c1 (stereo not given) do in these assays?
Cav3 T inh: -1.8

How did CCOC(=O)c1ccc(NC(=O)C23CCC(C)(C(=O)O2)C3(C)C)cc1 (stereo not given) do in these assays?
Cav3 T inh: 0.068

How did CCOc1ccc(-c2nc(-c3ccccc3C)no2)cc1 do in these assays?
Cav3 T inh: 0.23

What do the screens show for `O=C(COc1cccc(C(F)(F)F)c1)NCCCN1CCCC1=O`?
Cav3 T inh: 0.095

Results for c1ccc(-c2nnc3sc(CN4CCc5ccccc54)cn23)cc1 ?
Cav3 T inh: -1.9

How did CCCCn1c(/N=C/c2ccc3c(c2)OCO3)nc2ccccc21 do in these assays?
Cav3 T inh: 0.7

What do the screens show for `CCOC(=O)COc1ccc(S(=O)(=O)N2CCN(c3ccccc3F)CC2)cc1`?
Cav3 T inh: -2

Results for CCOc1ccc(C(=O)NCCCN(CC)CC)cc1 ?
Cav3 T inh: 0.13

What do the screens show for `CC(=O)NC1C(=O)Nc2c(C)cc(C)cc21` (stereo not given)?
Cav3 T inh: 0.21

What do the screens show for `Cc1nc2ccc(S(=O)(=O)NCC(=O)N3CCOCC3)cc2s1`?
Cav3 T inh: 0.041

Results for CCC(=O)Nc1ccccc1-c1nnn(CC(=O)N2c3ccccc3CC2C)n1 (stereo not given) ?
Cav3 T inh: -0.31

What do the screens show for `CC1=CC(=O)CC2C1(C)CCC(C)C2(C)CCC(C)CC(=O)O` (stereo not given)?
Cav3 T inh: -0.45

What do the screens show for `COc1ccccc1N1CCN(c2nc(N)c(C#N)c(CC#N)c2C#N)CC1`?
Cav3 T inh: -0.039

What do the screens show for `O=C(NCc1ccc2c(c1)OCO2)C1CC(c2cccc(Br)c2)=NO1` (stereo not given)?
Cav3 T inh: -9.1*

What do the screens show for `CCCCSc1cc(C)nc2ncnn12`?
Cav3 T inh: 1

Results for OC(COCc1ccccc1)CN1CCN(c2ccccc2)CC1 (stereo not given) ?
Cav3 T inh: 0.13

Results for CCc1ccc(C(C)NC(=O)c2ccc(F)cc2)cc1 (stereo not given) ?
Cav3 T inh: -4.1*

What do the screens show for `O=C(Nc1cccc(Cl)c1)ON=C1c2ccccc2-c2ccccc21`?
Cav3 T inh: -0.091

What do the screens show for `O=C(CSc1nnc(-c2ccncc2)o1)Nc1ccccc1Cl`?
Cav3 T inh: -0.54

How did Oc1ccccc1-c1cc(-c2ccco2)[nH]n1 do in these assays?
Cav3 T inh: -0.029

What do the screens show for `COc1cc(-c2cc(=O)c3ccccc3o2)ccc1O`?
Cav3 T inh: 0.84

What do the screens show for `c1ccc2c(c1)ncc1cccn12`?
Cav3 T inh: 0.23

What do the screens show for `CN(O)/C=C1\C(=O)Nc2ccccc21`?
Cav3 T inh: 0.72

How did COc1cccc(OC)c1C(=O)Nc1ccc(NC(=O)c2ccco2)cc1 do in these assays?
Cav3 T inh: 0.025

What do the screens show for `CC1CC(C)CN(CCCNC(=O)c2csc3c2CCCC3)C1` (stereo not given)?
Cav3 T inh: -1.1

Results for Cc1ccc(C2CC(c3cccc(C)c3)n3ncnc3N2)cc1 (stereo not given) ?
Cav3 T inh: -3.3

In the list so far, three have a COOH group:
How did Cc1sc2ncn(CCC(=O)O)c(=O)c2c1C do in these assays?
Cav3 T inh: 0.12

Results for CCCCC(CCC(=O)Nc1ccc(C(=O)OCC)cc1)C(=O)O (stereo not given) ?
Cav3 T inh: 0.044

What do the screens show for `CC1=CC(=O)CC2C1(C)CCC(C)C2(C)CCC(C)CC(=O)O` (stereo not given)?
Cav3 T inh: -0.45

Next entries
Results for CC(Sc1nnc2ccccn12)C(=O)Nc1ccc(Cl)cn1 (stereo not given) ?
Cav3 T inh: -1.3

Results for CCN1CCN(CC(=O)Nc2ccc3c(c2)OCO3)C(=O)C1=O ?
Cav3 T inh: -0.095

Results for CC1SC(c2ccc(Cl)cc2)NC1=O (stereo not given) ?
Cav3 T inh: -0.044

How did CCOC(=O)C1=C(C)NC2=C(C(=O)CC(C)(C)C2)C1c1ccc2c(c1)CCCN2C (stereo not given) do in these assays?
Cav3 T inh: -0.19

Results for COc1ccccc1CN(Cc1cc2cc(C)ccc2[nH]c1=O)Cc1nnnn1CC1CCCO1 (stereo not given) ?
Cav3 T inh: -2.5

The list is partial; count on the stated rates, not on these rows.
